# PTAP TSG101 blk: blocks PTAP/TSG101 interaction to inhibit HIV-1 budding | Q99816 | Fluorescence polarization, FITC-PTAP peptide / Tsg101 binding | Potency, µM (top dose mostly 115 µM), for the others: at the top dose activity change, negative = inhibition, usual class: inhibitors | 340,000 tested, under 10 active | AID 493005; active = well fitted inhibition curve with a large enough effect in the main read-out, with a control signal flat, not every such curve was filed as active; inconclusive = small, poorly fitted or top-dose-only effect, or effect the other way, or a change in a side signal; inactive = no such curve, though single readings can be large or run the other way; also: potency is read from the fitted curve at half-maximal effect; % of control where 0% means no effect
#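 FP read-out: FITC-PTAP peptide, 50 nM final, binding Tsg101 binding domain, 10 uM final; 20 min, r.t.; 10 mM HEPES pH 7.5, 0.15 M NaCl, 0.01% Tween 20, 3 mM EDTA, 0.1 mM TCEP.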
# uPA surface inh: blocks generation of uPA at the cell surface | cell surface uPA generation assay, qHTS | Potency, µM (titrated, usually from 38.3 µM), inactives show top-dose activity change, negative = inhibition, hits mostly inhibitors | hit rate 0.31% among 330,000 | AID 540303; active = well fitted inhibition curve with a large enough effect; inconclusive = small, poorly fitted or top-dose-only effect; inactive = no such curve, though single readings can be large or run the other way; tested in mouse RAW 264.7 cells; also: potency is read from the fitted curve at half-maximal effect; % is scaled to controls: 0 for no effect and ±100 for the full control effect; nearly all actives have a fitted effect of over 55% in size
# Tb PFK inh: inhibitors of T. brucei phosphofructokinase | O15648 | T. brucei PFK, ADP-Glo luminescence | Potency, µM (series often up to 57.5 µM), for inactives: at the top dose activity, negative = inhibition, usual class: inhibitors | hit rate 0.17% among 330,000 | AID 485367;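 also: potency is read from the fitted curve at half-maximal effect; 0% = uninhibited 1x PFK enzyme wells and -100% = no-enzyme wells; nearly all actives have a fitted effect of over 60% in size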
# Target sequence (O15648 whole entry, looked up): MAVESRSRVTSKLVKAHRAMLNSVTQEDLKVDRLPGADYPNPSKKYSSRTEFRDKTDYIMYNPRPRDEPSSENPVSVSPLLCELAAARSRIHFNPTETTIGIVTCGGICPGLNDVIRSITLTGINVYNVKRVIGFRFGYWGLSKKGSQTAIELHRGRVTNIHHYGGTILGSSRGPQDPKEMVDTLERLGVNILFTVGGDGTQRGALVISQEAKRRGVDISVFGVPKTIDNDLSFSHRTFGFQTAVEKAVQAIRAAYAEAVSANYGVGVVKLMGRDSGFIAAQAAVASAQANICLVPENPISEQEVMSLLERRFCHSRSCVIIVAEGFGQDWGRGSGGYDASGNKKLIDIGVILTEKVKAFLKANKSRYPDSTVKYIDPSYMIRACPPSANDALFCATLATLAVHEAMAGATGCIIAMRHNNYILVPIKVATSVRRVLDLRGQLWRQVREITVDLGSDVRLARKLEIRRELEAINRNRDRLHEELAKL
#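 Activity is normalized to no-enzyme wells (full inhibition) and 1.25 nM enzyme wells (no inhibition). Reaction: 0.5 mM F6P, 0.1 mM ATP, 45 min RT, ADP-Glo luminescence; concentration-response curves fitted and classed by quality.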
# B2AR arrestin: beta2AR (human) beta-arrestin recruitment activity. P07550. beta-arrestin recruitment to beta2AR, cell-based reporter. Potency, µM (series often up to 46.1 µM), for the others: at the top dose activation, usual class: activators. hit rate 0.02% among 330,000;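 also: potency is read from the fitted curve at half-maximal effect; 0% = DMSO controls and full agonism = EC100 isoproterenol or metaproterenol; nearly all actives have a fitted effect of over 65% in size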
# Target sequence (P07550 whole entry, looked up): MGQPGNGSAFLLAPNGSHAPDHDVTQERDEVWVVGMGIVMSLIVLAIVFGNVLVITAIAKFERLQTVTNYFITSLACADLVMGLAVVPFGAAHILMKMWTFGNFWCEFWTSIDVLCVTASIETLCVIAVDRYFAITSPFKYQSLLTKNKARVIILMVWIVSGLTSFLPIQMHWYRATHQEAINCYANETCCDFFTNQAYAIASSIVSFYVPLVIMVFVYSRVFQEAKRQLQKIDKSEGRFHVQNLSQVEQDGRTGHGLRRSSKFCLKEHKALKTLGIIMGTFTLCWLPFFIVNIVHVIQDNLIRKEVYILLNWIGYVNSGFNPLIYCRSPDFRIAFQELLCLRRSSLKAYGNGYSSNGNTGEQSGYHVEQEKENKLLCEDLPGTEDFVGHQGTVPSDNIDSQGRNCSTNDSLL
# TCR act: T cell receptor activation. primary human leukocytes, anti-CD3, IL-2 HTRF, 48 h. Potency, µM (titrated, usually from 9.22 µM), inactives show at the highest dose activation of IL-2 secretion, usual class: activators. 330,000 tested, under 10 active; also: % of control where 0% means no effect
#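 Compounds are tested in HTS on primary human leukocytes co-incubated with a-CD3 beads for 48 hr. IL-2 output is measured by time-resolved FRET.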
# Mito fusion yeast: blocks mitochondrial division or promotes mitochondrial fusion. S. cerevisiae fusion-defective mutant growth rescue, CellTiterGlo 48 h. Potency, µM (series often up to 46.1 µM), without a hit: top-dose growth rescue (activation), hits mostly activators. hit rate 0.23% among 320,000. AID 485298;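 also: potency is read from the fitted curve at half-maximal effect; % of control where 0% means no effect; nearly all actives have a fitted effect of over 45% in size; temperature-sensitive fusion mutants such as fzo1-1 at 37 °C on non-fermentable ethanol glycerol medium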
#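 Read-out: ATP-based luminescence (CellTiterGlo, 10 min ambient) reporting growth of fusion-defective ts yeast after 48 hours at 37C on glycerol/ethanol YPEG medium in the presence of compound.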
# ELG1 repair inh: inhibitors of ELG1-dependent DNA repair in HEK293T cells | HEK293T ELG1-luciferase reporter, luminescence, 16 h; DNA damage induced by 5-fluorouridine | Potency, µM (highest dose often 46.1 µM), without a hit: at the top dose activity change, negative = inhibition, actives largely listed as inhibitors | hit rate 2.3% among 330,000 | AID 504467; also: potency is read from the fitted curve at half-maximal effect; % is scaled to controls: 0 for no effect and ±100 for the full control effect; nearly all actives have a fitted effect of over 55% in size
#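 5-Fluorouridine DNA damage + compound/DMSO, 2,000 cells/well, 16 h, 37 °C/5% CO2. ONE-Glo, 30 min RT, luminescence. Readout = decrease in reporter signal.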
# BCR signal inh: blocks chronic active B-cell receptor signaling. Potency, µM (titrated, usually from 46.1 µM), without a hit: at the highest dose ratio change, negative = lower green/red ratio, most hits filed as inhibitors. ABC-DLBCL IkBa-CBG/CBR reporter, luminescence ratio, 4 h. hit rate 0.05% among 340,000; active = well fitted inhibition curve with a large enough effect in the signal ratio, with a control signal flat, not every such curve was filed as active; inconclusive = small, poorly fitted or top-dose-only effect, or effect the other way, or a change in a side signal; the % refers to the signal ratio;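 also: potency is read from the fitted curve at half-maximal effect; plate controls were basal doxycycline-induced cells for no effect and cells given 10 µM MG132 for full effect; MG132 reads +100%, hits lower the ratio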
#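 TMD8 ABC-DLBCL cells carrying doxycycline-inducible green luciferase fused to IkappaBalpha plus unfused red luciferase were exposed to compounds (up to 46 uM) for 4 hrs at 37C. Activity came from the overlap-corrected green/red luminescence ratio.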
# USP2a block: USP2a (human) protease inhibition; USP2 core, Ub-CHOP2 coupled fluorogenic reporter, 485/531; Potency, µM (top dose mostly 38.3 µM), without a hit: at the highest dose activity change, negative = inhibition, actives largely listed as inhibitors; hit rate 0.01% among 330,000;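 also: potency is read from the fitted curve at half-maximal effect; plate controls were DMSO wells for no effect and full inhibition by NEM control for full effect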
#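 Cell-free coupled assay: 10nM USP2 core preincubated 30min RT with compound in Tris-HCl pH 8.0/CaCl2/CHAPS buffer, then 25nM Ub-CHOP2 and 25nM reporter substrate; fluorescence (Ex 485/Em 531) read after 60min RT, normalized to NEM inhibition, concentration-response curves fitted.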
# Eya2 phos inh: inhibitors of human Eya2 phosphatase activity; O00167; recombinant Eya2, OMFP fluorescence dephosphorylation (OMFP is methylfluorescein phosphate); Potency, µM (top dose mostly 76.9 µM), for inactives: at the highest dose activity, negative = inhibition, most hits filed as inhibitors; hit rate 0.006% among 330,000; also: potency is read from the fitted curve at half-maximal effect; % is scaled to controls: 0 for no effect and ±100 for the full control effect
#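 Eya2 protein (added as 0.2 uM solution) was preincubated with compound for 10 min at ambient temperature in 50 mM HEPES pH 7.5, 50 mM NaCl, 5 uM MgCl2, 0.05% BSA, 1 mM DTT. OMFP (added at 50 uM) then reacted 10 min; fluorescence read at 485/525 nm.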
# TSHR antag: blocks TSH signaling through the human TSH receptor. AID 504810. TSHR-expressing cells, TSH-stimulated cAMP HTRF, 2 h; active compounds read low. activity change, negative = inhibition, % at 11.5 µM. P16473. hit rate 0.2% among 330,000;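 active = activity change below a set negative limit, meaning inhibition stronger than a set level, cut at about -70% in these data; inconclusive = activity change between two set negative limits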; also: % is scaled to controls: 0 for no effect and ±100 for the full control effect
#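 TSHR-expressing cells were treated with compounds, then stimulated with TSH at EC80 (4nM final) for 2 hours at 37 deg C. Cellular cAMP was measured by HTRF competition between lysate cAMP and cAMP-d2 for a cryptate-labelled anti-cAMP antibody.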
# Numbers without * were called inactive; ? = inconclusive; · = no result given; [ ] = dose if it differs, or a comment. Unless noted, calls follow the shape of the dose curve; as a rule, active = well fitted curve in the direction sought with a large enough effect; inconclusive = small, poorly fitted or top-dose-only effect, or another doubt; inactive = no such curve, though single readings can be large; an effect the other way counts as inactive or inconclusive.
SMILES,PTAP TSG101 blk,uPA surface inh,Tb PFK inh,B2AR arrestin,TCR act,Mito fusion yeast,ELG1 repair inh,BCR signal inh,USP2a block,Eya2 phos inh,TSHR antag
O=C(CCNS(=O)(=O)c1ccc(Br)cc1)NC1CCN(Cc2ccccc2)CC1,-3%,2%,-17%,0.5%,-5%,-1%,?,-4%,-3%,3%,19
COC(=O)COc1ccc(S(=O)(=O)NCc2ccc3c(c2)OCO3)cc1,0%,-16%,-1%,0.3%,-3%,0%,0%,4%,0%,16%,-4
CC1CCC(NC(=O)C2CCN(C(=O)NC3CCCCC3)CC2)CC1 (stereo unspecified),·,·,-1%,0.0%,·,2%,4%,2%,3%,8%,4
Cc1cccn2c(=O)c(/C=C(\C#N)C(=O)NCc3ccco3)c(N3CCOCC3)nc12,-8%,-5%,-5%,6.8%,10%,9%,-13%,?,0%,-8%,0
COC(=O)C1=C(C)N(C)C(=O)NC1c1ccc(C)cc1 (stereo unspecified),-6%,10%,2%,0.0%,3%,1%,2%,4%,2%,-1%,13
O=C(NC1(C(F)(F)F)NC(=O)N(Cc2cccnc2)C1=O)c1ccccc1 (stereo unspecified),-4%,2%,2%,-0.1%,3%,0%,-1%,-4%,8%,12%,8
CC(C)c1ccc(NC(=O)C(c2ccccc2)N2CC(=O)Nc3ccccc32)cc1 (stereo unspecified),-5%,1%,0%,-0.2%,0%,-1%,?,?,0%,-7%,-11
Cc1ccc(NC(=O)c2cccc(N3C(=O)C4C5C=CC(C5)C4C3=O)c2)cc1C (stereo unspecified),0%,-2%,2%,-0.2%,-1%,-1%,?,?,-6%,-24%,17
Cc1ccc(C)c(N2CCN(C(=O)CCc3nc(-c4ccccc4C(F)(F)F)no3)CC2)c1,-5%,6%,-7%,-0.3%,9%[46.1 µM],·,?,-4%,-2%,-7%,-22
COc1cc(CCC(=O)N2CC(C)OC(C)C2)cc(OC)c1OC (stereo unspecified),-3%,-1%,1%,-0.2%,0%,0%,11%,0%,-1%,12%,-1
CCOC(=O)c1nc(C)n(-c2cc(Cl)cc(Cl)c2)n1,-4%,8%,-4%,-1.4%,1%,-5%,8%,0%,0%,-10%,-13
COc1ccc(C2=NS(=O)(=O)N(C)C(C(=O)N3CCCCC3C)=C2)cc1 (stereo unspecified),1%,-17%,0%,-0.5%,6%,-1%,6%,1%,-3%,0%,7
FC(F)(F)c1nnc2ccc(N3CCCCCC3)nn12,-3%,-4%,1%,-0.2%,9%,-4%,?,-6%,2%,0%,4
C[C@@H]1CN([C@H](C)CO)C(=O)c2cc(NC(=O)Nc3ccc4c(c3)OCO4)ccc2O[C@H]1CN(C)Cc1ccncc1,-2%,-5%,0%,-0.7%,-7%,·,-5%,1%,-1%,-10%,-11
CCOc1ccc(NC(=O)COC(=O)c2ccc(S(=O)(=O)N3CCOCC3)cc2)cc1,1%,6%,-3%,-0.6%,·,·,?,0%,-2%,1%,3
O=C(NC(=S)N1CCN(c2ccccc2)CC1)c1c(F)cccc1F,1%,5%,1%,?,2%,4%,5%,?,3%,5%,?
CC1CN(c2ncc(/C=N/NC(=O)c3ccccc3O)s2)CC(C)O1 (stereo unspecified),-4%,-2%,1%,0.1%,-6%,1%,?,?,2%,-25%,-8
Cc1ccc2nc(SC(C)C(=O)NCc3ccco3)[nH]c2c1 (stereo unspecified),-7%,1%,-4%,0.5%,-5%,2%,7%,-1%,-1%,-15%,4
Cn1c(SCCOc2ccccc2Cl)nnc1-c1cccs1,-4%,·,9%,0.2%,-1%[46.1 µM],3%,?,?,0%,-3%,-20
COc1cc(C2NC(=S)NC(c3ccccc3)=C2C(C)=O)cc(Cl)c1OCC(=O)O (stereo unspecified),-8%,·,0%,-0.5%,-3%,0%,25%,0%,0%,0%,19
CC(=O)Nc1ccc(NC(=O)CCc2ccc(C)o2)cc1,-8%,21%,0%,0.3%,0%,-1%,2%,5%,3%,-3%,0
CCc1cc2ccc(C)cc2nc1SCC(=O)Nc1cc(C)on1,1%,-3%,13%,-0.6%,-4%,-6%,-6%,19%,4%,5%,0
CCN=C(Nc1ccc2c(c1)OCO2)SC1CC(=O)N(c2ccc(OC)cc2)C1=O (stereo unspecified),-8%,4%,-5%,-0.6%,4%[46.1 µM],-1%,16µM*,-2%,-1%,8%,5
N#C/C(C(=O)N1CCCC1)=C1/N=C(N)c2ccccc21,0%,-8%,5%,-0.5%,-1%[46.1 µM],-1%,-3%,-7%,5%,-3%,3
Cc1[nH]c2ccccc2c1CCN(Cc1cccnc1)C(=S)Nc1cccc(F)c1,0%,-1%,-1%,0.6%,-1%,5%,?,?,0%,-2%,5
Cc1ccc(C)c(CSc2nnc([C@@H]3CCCN3)o2)c1,-3%,1%,-4%,-1.1%,4%,-1%,-2%,-2%,0%,-4%,0
CSC(=Nc1ccccc1)Nc1ccccc1,-3%,-2%,-7%,-0.7%,-2%,1%,21%,-15%,1%,0%,-2
Cn1c(SCC(N)=O)nnc1C1CCN(C(=O)NC2CCCCC2)CC1,-5%,-2%,-2%,-1.2%,-2%,-2%,8%,1%,2%,3%,3
N[C@@H](Cc1ccccc1)c1nnc(SCc2ccccc2Cl)o1,-2%,3%,-2%,0.0%,-6%,13%,?,?,-1%,-1%,-7
Cc1ccc(C(C)C)c(OCc2nn(CC(=O)c3ccc(OC(F)F)cc3)c3[n+]2CCCCC3)c1,2%,3%,1%,-0.4%,8%,0%,?,?,?,-30%,10
N#Cc1c(SCC(=O)O)nc(N2CCOCC2)c2c1CCCC2,-5%,3%,1%,-0.4%,-8%,3%,?,14%,0%,11%,-6
O=C(Nc1cccc(F)c1)C1CCN(C(=O)c2ccco2)CC1,2%,-5%,0%,-1.2%,9%,-3%,0%,-2%,2%,-12%,-10
O=C(CNC(=O)c1ccc(Br)o1)NCC1COc2ccccc2O1 (stereo unspecified),-4%,12%,-1%,-0.2%,-2%,·,0%,-1%,5%,-34%,·
O=C(NCCN1CCN(c2cccc(Cl)c2)CC1)Nc1ccccc1,-4%,3%,-13%,-0.4%,2%,-11%,0%,?,4%,-1%,-7
O=C(COC(=O)C1(c2ccc(F)cc2)CCCC1)NCc1ccco1,5%,2%,-27%,0.0%,-3%,0%,-6%,?,-1%,-17%,18
Cc1nc2nc(C)c(CCC(=O)N3CCN(c4ccccn4)CC3)c(C)n2n1,-2%,·,-3%,-0.6%,-18%,2%,0%,0%,-2%,11%,-2
CC(=O)c1ccc(C(=O)N2CCCC(Nc3ccccc3)C2)s1 (stereo unspecified),-6%,-3%,1%,-0.3%,2%,0%,-2%,?,1%,-1%,2
CCOC(=O)C1CCN(C(=O)c2cccc(Cl)c2)CC1,-12%,·,3%,0.1%,-19%,-5%,-3%,-14%,2%,-8%,3
CCOc1cccc(OCCCOc2cccc3cccnc23)c1,-3%,3%,-3%,-0.1%,-6%[46.1 µM],17%,1%,2%,2%,-11%,-3
COc1ccc(CN(C)C(=O)Cn2cnc(C(=O)Nc3ccc(C)c(C)c3)n2)cc1OC,-9%,-20%,3%,-0.2%,2%[46.1 µM],·,8%,-8%,0%,7%,10
COc1cc(SC)ccc1C(=O)NCCOc1ccc(F)cc1,0%,2%,0%,1.1%,7%[46.1 µM],?,?,?,1%,-10%,-13
CC(C)(C)c1ccc(CN2N=C(/C=C/c3ccccc3)CCC2=O)cc1,2%,-1%,0%,0.1%,3%,5%,-1%,?,-2%,-1%,-6
CN(c1cnn(-c2ccccc2)c(=O)c1Cl)n1cccc1,0%,3%,2%,-0.1%,-1%,13%,?,11%,3%,8%,14
Cc1ccc(N2CSC3=C(C#N)C(c4cccs4)CC(=O)N3C2)cc1 (stereo unspecified),-3%,-25%,-17%,0.1%,-6%,8%,?,-15%,4%,-4%,7
COc1ccccc1-c1sc2ccccc2c1C#CC1(O)CCCCC1,0%,-4%,3%,0.1%,6%,·,?,7%,0%,2%,10
COCCCNC(=O)Cn1nnc(-c2ccc(NC(=O)c3ccccc3OC)cc2)n1,1%,-5%,0%,-0.2%,6%,-1%,?,?,1%,1%,0
Cc1ccc(N=Nc2ccc(C)cc2NC(=O)Nc2ccccc2F)cc1,-1%,11%,-3%,3.5%,-10%,10%,22%,?,-2%,-2%,1

# Screening results (PubChem)
